PTHR1 agonist – qHTS for PTHR1 Agonists: Primary Screen; Parathyroid hormone/parathyroid hormone-related peptide receptor (Homo sapiens), Q03431; HEK293 GP2 PTHR1 cells, GloSensor cAMP luminescence, 1 h; Potency, µM (titrated, usually from 115 µM), for the others: top-dose activation, usual class: activators; 410,000 tested, 0.075% active; AID 743266, 2014; note: nearly all actives have a fitted effect of over 55% in size; some results filed as inactive show a strong effect at the top dose; inactives centre near -15; many of its hits are not listed in these tables
Target sequence (Q03431 whole entry, looked up): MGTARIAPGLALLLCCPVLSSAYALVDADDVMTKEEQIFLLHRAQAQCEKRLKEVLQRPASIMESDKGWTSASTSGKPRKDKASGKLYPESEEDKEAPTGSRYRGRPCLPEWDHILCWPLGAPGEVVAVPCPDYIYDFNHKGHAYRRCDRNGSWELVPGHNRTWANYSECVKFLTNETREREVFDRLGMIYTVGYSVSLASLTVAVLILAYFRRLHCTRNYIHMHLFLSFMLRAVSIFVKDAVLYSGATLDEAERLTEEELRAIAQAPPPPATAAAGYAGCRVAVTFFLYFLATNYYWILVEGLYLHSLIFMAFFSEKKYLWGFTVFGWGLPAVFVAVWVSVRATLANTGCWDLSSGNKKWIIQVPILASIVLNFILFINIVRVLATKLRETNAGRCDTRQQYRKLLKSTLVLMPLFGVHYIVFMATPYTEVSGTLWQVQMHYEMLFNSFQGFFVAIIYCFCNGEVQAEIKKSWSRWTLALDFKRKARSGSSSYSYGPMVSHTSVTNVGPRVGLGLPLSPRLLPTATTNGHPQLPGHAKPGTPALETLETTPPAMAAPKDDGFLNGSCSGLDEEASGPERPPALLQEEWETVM
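HEK-293-derived GP2 cells expressing PTHR1 and a GloSensor cAMP reporter, 3,000/well, plated overnight, given luciferin plus IBMX (each 0.5 mM as added) for 1 h at 37 °C, then compound for 1 h at 37 °C. Luminescence was read after 15 min at room temperature.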
GLP1R cytotox – qHTS of GLP-1 Receptor Inverse Agonists: Cytotox Screen; Potency, µM (top dose mostly 38.3 µM), for the others: at the highest dose activity change, negative = inhibition, usual class: inhibitors; HEK293 cAMP-luciferase reporter cells, luminescence, 24 h; 410,000 tested, 0.13% active;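 note: loss of luciferase light is scored as toxicity; % is set by controls: 0 for no effect and ±100 for the full control effect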
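Quantitative HTS format, 1536 wells, 200 cells/uL seeded. Compounds: 23 nL, 24 h, 37 °C. Detection: luciferase reagent, luminescence at 12 min RT; decreased signal taken as cytotoxic.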
GLP-1R inv ag – qHTS of GLP-1 Receptor Inverse Agonists (Inhibition Mode); HEK293 GLP-1R CRE-luciferase, luminescence, 24 h; GLP-1R form is constitutively active; Potency, µM (top dose mostly 38.3 µM), inactives show at the top dose activity change, negative = inhibition, usual class: inhibitors; Glucagon-like peptide 1 receptor (Homo sapiens), P43220; 410,000 tested, 1.6% active; note: % is set by controls: 0 for no effect and ±100 for the full control effect; nearly all actives have a fitted effect of over 55% in size
Target sequence (P43220 whole entry, looked up): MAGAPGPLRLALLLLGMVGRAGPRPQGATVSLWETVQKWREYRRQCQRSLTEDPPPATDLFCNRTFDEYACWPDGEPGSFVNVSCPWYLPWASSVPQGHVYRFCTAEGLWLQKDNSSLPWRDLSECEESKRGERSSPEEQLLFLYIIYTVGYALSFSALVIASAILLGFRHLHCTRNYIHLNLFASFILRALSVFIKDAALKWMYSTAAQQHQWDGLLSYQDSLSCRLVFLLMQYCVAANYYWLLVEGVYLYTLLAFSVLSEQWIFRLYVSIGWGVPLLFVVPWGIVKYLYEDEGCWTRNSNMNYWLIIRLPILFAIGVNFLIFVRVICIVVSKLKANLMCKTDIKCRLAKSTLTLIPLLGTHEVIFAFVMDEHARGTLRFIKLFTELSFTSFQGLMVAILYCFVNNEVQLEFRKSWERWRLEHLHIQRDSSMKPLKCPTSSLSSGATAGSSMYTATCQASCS
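Inverse agonism was detected as reduced cAMP-driven luciferase luminescence after 24 h compound treatment. The cells were HEK293 clones expressing constitutively active human GLP-1R with the reporter. Reporter-only and GPR119 cell lines served as counterscreen controls.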
Numbers without * were called inactive; i = inactive; u = inconclusive; [ ] = dose if it differs, or a comment. Calls come from the whole dose curve; as a rule, active = well fitted curve in the direction sought with a large enough effect; inconclusive = small, poorly fitted or top-dose-only effect, or another doubt; inactive = no such curve, though single readings can be large; an effect the other way counts as inactive or inconclusive. Potency is the fitted concentration of half-maximal effect. The list is partial, so the mix of outcomes need not match the whole.

Structure	PTHR1 agonist	GLP1R cytotox	GLP-1R inv ag
Cc1cccc(-c2nc(CSCC(=O)N3CCN(c4ccccc4)CC3)c(C)o2)c1	-23%	8%	u
Cc1c2cnn(CC(=O)NCC(C)c3ccccc3)c(=O)c2c(C)n1Cc1cccc(Cl)c1 (centres undefined)	-27%	4%	-10%
CCOC(=O)C1CCC(CN(Cc2ccc(Cl)cc2)S(=O)(=O)c2cccc(Cl)c2C)CC1 (centres undefined)	-10%	-1%	2%
O=C(Cc1ccccc1)Nc1sc2c(c1C(=O)Nc1ccc(Br)cc1)CCCC2	-20%	7%	5%
O=C(CN1c2ccccc2S(=O)(=O)c2ccccc21)Nc1ccccc1Cl	i	4%	-13%
Cc1cc(C)cc(NC(=O)N2CCC3(CC2)Oc2ccccc2C(=O)N3Cc2ccccc2F)c1	-17%	0%	6%
CCC(CC)C(=O)Nc1ccc2nc(SCc3ccccc3)sc2c1	i	1%	u
COC(=O)C(CCSC)NC(=O)C1CCN(c2ncnc3c2nc2n3CCCCC2)CC1 (centres undefined)	-61%[inhibitor]	0%	10%
CN1CCc2c(sc3c2C(=O)NC(c2ccc(OC(=O)c4ccc(Cl)cc4)cc2)N3)C1 (centres undefined)	i	61%[activator]	8%
O=C(c1ccc2c(c1)OCO2)c1cn(Cc2ccc(Cl)cc2)c2ccc(F)cc2c1=O	i	-26%	u
CCOc1ccccc1CN1CCc2nc(N3CCN(C)CC3)ncc2C1	4%	-16%	u
COc1ccc(NS(=O)(=O)c2ccc3c(c2)CCN3C(=O)CCC(=O)O)cc1Cl	-12%	0%	1%
COc1ccc2c(c1)-c1nc(NC(=O)c3ccccc3F)sc1CC2	-40%[inhibitor]	-3%	u
Cc1ccc(-n2nc(C(=O)NC(C)C)c(=O)n(C)c2=O)cc1	i	13%	9%
COc1cc2c(=O)c(S(=O)(=O)c3ccc(F)cc3)cn(Cc3ccc(Cl)cc3)c2cc1OC	-5%	2%	25%
COc1cc(OC)c(NC(=O)CCc2c(C)nc3c4c(C)cc(C)nc4nn3c2C)cc1Cl	i	39%[activator]	2%
Cc1oc2ccc(O)c(CN3CCC(C)CC3)c2c1C(=O)Nc1ccccc1	i	-5%	-25%
COc1cccc(OC)c1Cn1nnc2c(=O)[nH]c(C3CCN(C(=O)c4ccccc4)CC3)nc21	u	6%	5%
COc1ccc(CCNC(=O)c2cc(-c3ccc(C)cc3)nc3n[nH]c(-c4ccc(F)cc4)c23)cc1OC	-10%	-9%	5%
CCOc1ccc(Sc2cc(C(=O)NC(C)c3ccccc3)c3ccccc3n2)cc1 (centres undefined)	-28%	0%	16%
COc1ccc(OC)c(NC(=O)c2nnn(CC(=O)Nc3ccc(C(C)C)cc3)c2N)c1	i	-29%	u
CCOCCCNC(=O)c1cc2c(-c3ccc(OC)c(OC)c3)nn(C)c2s1	i	-6%	-8%
Cc1cc2nc(-c3cccc(NC(=O)c4cccc5ccccc45)c3)oc2cc1C	u	-19%	11%
COc1ccc(-c2nc(CCNC(=O)c3ccccc3)cs2)cc1OC	-83%[inhibitor]	-8%	49%[activator]
COc1ccc(/C=C/C(=O)Nc2nc3n(n2)C(c2ccccc2)C=C(c2ccc(Cl)cc2)N3)cc1 (centres undefined)	u	8%	-10%
O=C(Nc1ccccc1C(F)(F)F)N1CCC(CN2CCc3ccccc3C2)CC1	2%	11%	3%
COc1ccc(CCNC(=O)c2cc(-c3ccc(Cl)cc3)on2)cc1OC	i	2%	7%
COc1cc(OC)c(N(C)C(=O)c2sc3nc4n(c(=O)c3c2C)CCCCC4)cc1Cl	-9%	1%	10%
COCCCn1c(=O)c2sccc2n2c(CCCC(=O)NC3CCC(C)CC3)nnc12 (centres undefined)	i	-3%	2%
O=C(CC1N=C2c3ccccc3N=C(SCc3ccccc3F)N2C1=O)NCCc1ccccc1 (centres undefined)	-47%[inhibitor]	-26%	u

Compound profiles, as listed above. Screens in order: PTHR1 agonist, GLP1R cytotox, GLP-1R inv ag
COc1cccc(OC)c1Cn1nnc2c(=O)[nH]c(C3CCN(C(=O)c4ccccc4)CC3)nc21 reads u, 6%, 5%
COc1cc2c(=O)c(S(=O)(=O)c3ccc(F)cc3)cn(Cc3ccc(Cl)cc3)c2cc1OC reads -5%, 2%, 25%
CN1CCc2c(sc3c2C(=O)NC(c2ccc(OC(=O)c4ccc(Cl)cc4)cc2)N3)C1 (centres undefined) reads i, 61%[activator], 8%
O=C(c1ccc2c(c1)OCO2)c1cn(Cc2ccc(Cl)cc2)c2ccc(F)cc2c1=O reads i, -26%, u

Some of these compounds in order of their number in PTHR1 agonist, ascending:
SMILES	PTHR1 agonist
CCOc1ccc(Sc2cc(C(=O)NC(C)c3ccccc3)c3ccccc3n2)cc1 (centres undefined)	-28%
O=C(Nc1ccccc1C(F)(F)F)N1CCC(CN2CCc3ccccc3C2)CC1	2%
CCOc1ccccc1CN1CCc2nc(N3CCN(C)CC3)ncc2C1	4%

Additional structures follow.
Structure	PTHR1 agonist	GLP1R cytotox	GLP-1R inv ag
COc1ccc(NC(=O)CCc2nc3cccnc3n2Cc2cccs2)c(OC)c1	-2%	0%	8%
Cc1ccsc1CN(C(=O)COc1ccccc1Cl)C1CCS(=O)(=O)C1 (centres undefined)	i	-7%	-14%
C=CCC(CC=C)(CNC(=O)C(=O)Nc1ccc(C(=O)OCC)cc1)c1ccccc1	-7%	12%	9%
CC(=O)c1ccc(N2CCN(S(=O)(=O)c3ccc4c(c3)CC(C)N4C(=O)C3CCC3)CC2)cc1 (centres undefined)	-37%[inhibitor]	10%	0%
CC(C)(C)c1ccc(C(=O)N(Cc2ccc(F)cc2)Cc2ccco2)cc1	i	3%	u
COc1ccc(-n2c(C)nnc2SCc2nc(-c3ccc(OC)c(OC)c3)no2)cc1	i	1%	6%
O=C(CC1C(=O)N(c2ccccc2)C(=O)N1Cc1ccc(F)cc1)Nc1cccc(F)c1 (centres undefined)	i	-10%	u
COc1cc2[nH]c(=O)n(CCCC(=O)N(C)Cc3ccccc3)c(=O)c2cc1OC	i	2%	12%
Oc1c(C(c2ccccc2)N2CCOCC2)sc2nc(-c3ccco3)nn12 (centres undefined)	-14%	14%	-5%
Clc1cccc(CSc2nc(NCCc3ccccc3)c3ccccc3n2)c1	0%	4%	4%
COc1ccc(C)cc1NC(=O)c1cc2c(=O)n3cccc(C)c3nc2s1	i	8%	10%
CCOC(=O)c1ccccc1NC(=O)c1sc2nc3n(c(=O)c2c1C)CCCCC3	u	10%	11%
CCOC(=O)c1c(NC(=O)c2ccc(F)cc2)sc2c1CCC(CC)C2 (centres undefined)	-13%	0%	11%
CCCCNC(=O)C1CCN(c2nc3ccc(C)cc3[nH]2)CC1	i	-10%	-10%
Cc1ccccc1N1CCN(S(=O)(=O)c2nnc(NC(=O)c3ccc(C(C)C)cc3)s2)CC1	-34%[inhibitor]	11%	-8%
COc1ccc(NC(=O)c2sc3nc4c(cc3c2N)CN(Cc2ccccc2)CC4)cc1	i	-11%	25%
CCC(=O)NCC(c1ccc2c(c1)OCO2)N1CCN(c2ccccc2)CC1 (centres undefined)	i	-2%	8%
COc1ccc(-c2cn3c(n2)sc2cc(C(=O)Nc4ccc(C)c(Cl)c4)ccc23)cc1	i	4%	18%
Cc1ccccc1OCCCCn1c(-c2ccc(Cl)cc2)nc2ccccc2c1=O	i	-6%	4%
Cc1ccccc1Cn1c(CN2CCC(C(=O)NCCc3ccccc3)CC2)cc2ccccc21	-18%	2%	11µM*
CC(=O)c1ccc(NC(=O)CCCSc2nc(-c3ccco3)cc(C(F)(F)F)n2)cc1	i	3%	-10%
Cc1cccn2c3c(c(=O)nc12)C(c1ccc(F)cc1)CC(=O)N3 (centres undefined)	-16%	10%	1%
Cc1cc(C)cc(Oc2coc3c(CN4CCN(C)CC4)c(O)ccc3c2=O)c1	-23%	-24%	3%
CCCCN(C)CCCNC(=O)C1CCN(c2nc3ccc(CC)cc3s2)CC1	-35%[inhibitor]	u	u
CCc1ccc(Nc2nc3c(S(=O)(=O)c4cccc(Cl)c4)nnn3c3ccsc23)cc1	i	8%	8%
CCCC12CN3CC(CCC)(CN(C1)C3c1c[nH]c3ccc(OC)cc13)C2=O (centres undefined)	-52%[inhibitor]	4%	-6%
COc1ccccc1CNS(=O)(=O)c1ccc2c(c1)NC(=O)C(C)C(=O)N2 (centres undefined)	i	-2%	3%
CCOC(=O)c1c(S(=O)(=O)NCC(=O)Nc2ccc(F)cc2C)c(C)n(C)c1C	-17%	-3%	0%
Cc1cccc(NC(=O)c2oc3ccc(S(=O)(=O)N4CCC5(CC4)OCCO5)cc3c2C)c1C	-72%[inhibitor]	-19%	-62%
CCc1nn2c(=O)cc(COC(=O)c3ccccc3NC(=O)C3CCCCC3)nc2s1	i	1%	13%

Continued.
Structure	PTHR1 agonist	GLP1R cytotox	GLP-1R inv ag
Cc1cc(C)cc(-n2ccnc(NCc3ccc(F)cc3)c2=O)c1	i	-1%	-27%
Cc1ccc(-n2ncc(C(=O)NCc3cccs3)c2C2CCN(C(=O)OC(C)(C)C)CC2)cc1C	i	-6%	u
Cc1ccc(NC(=O)Nc2c[nH]c(=O)[nH]c2=O)c(Cl)c1	i	1%	1%
CCOc1ccc(C(=O)Nc2cccc(OCc3cc(=O)n4ccccc4n3)c2)cc1	i	13%	10%
CCN1CCN(CCCNC(=O)Cn2nc(C)n3c(cc4cc(C)ccc43)c2=O)CC1	i	-3%	12%
Cc1ccc(OCC(=O)Nc2cccc(C(=O)OCc3cc(=O)n4nc(C)sc4n3)c2)cc1	-27%	2%	5%
Cc1ccc(NC(=O)c2sc3ncnc(N(C)C4CCCCC4)c3c2C)c(C)c1	i	-7%	-5%
Cc1ccc(S(=O)(=O)n2nc(-c3ccco3)nc2NCc2ccc(N(C)C)cc2)cc1	-7%	-10%	-12%
CCC(Oc1ccccc1F)C(=O)Nc1c(C(=O)c2ccccc2)oc2ccccc12 (centres undefined)	i	2%	-1%
COc1ccc(-c2nc(CCNC(=O)c3c(F)cccc3Cl)cs2)cc1	-9%	-2%	-12%
CCS(=O)(=O)c1ccccc1C(=O)Nc1ccc(-c2nc3ccccc3s2)cc1	-30%[inhibitor]	2%	6%
Cc1nn(-c2ccc(N3CCCC3)nn2)c(C)c1CCC(=O)NCc1ccc(OC(C)C)cc1	-15%	0%	-19%
Cc1cccc(-n2ncc(C(=O)N3CCOCC3)c2C2CCN(C(=O)OC(C)(C)C)CC2)c1	24%	11%	5%
CCC(C)NC(=O)c1nn(-c2ccc(C)cc2)nc1CO (centres undefined)	i	2%	1%
COc1ccc(-n2c(=O)c3c(C)c(C)sc3n(CC(=O)NCc3ccc(C)cc3)c2=O)c(OC)c1	i	-7%	-19%
CCN(CCCNC(=O)CSc1cc(=O)n(C)c2ccccc12)c1ccccc1	i	-10%	-23%
O=C(Nc1ccccc1)C(Cc1ccccc1)N1Cc2ccccc2C1=O (centres undefined)	i	7%	-28%
O=C(CCCn1c(=O)c2sccc2n(Cc2c(F)cccc2Cl)c1=O)NCc1ccccc1	-17%	-1%	9%
CCCCN(CCCNC(=O)c1ccc(Sc2ccc(Cl)cc2)c(NC(C)=O)c1)c1ccccc1	i	-4%	u
Cc1nc(SCC(=O)Nc2ccccc2C)cc(-c2ccccc2)n1	-47%[inhibitor]	2%	3%
Cc1ccc(-n2nc(C(=O)Nc3ccc(F)cc3F)c3c4ccccc4n(C)c3c2=O)cc1	-18%	-2%	4%
CC(=O)c1ccc(N2CCN(C(=O)C3CCN(S(=O)(=O)c4c(C)noc4/C=C/c4ccccc4F)CC3)CC2)cc1	-28%	-4%	u
COc1cc(OC)c(NC(=O)N2CCSc3ccccc32)cc1Cl	-24%	0%	14%
CCC(=O)N1CCc2cc(OC)c(OC)cc2C1COc1ccc2c(C)cc(=O)oc2c1 (centres undefined)	-19%	21%	18%
CCCOC(=O)c1c(NC(=O)c2nc3ncccn3n2)sc(C(=O)OCC)c1C	i	1%	7%
COc1cccc(C(=O)N(Cc2ccc(C)o2)C2CCS(=O)(=O)C2)c1 (centres undefined)	i	8%	-7%

High-throughput results: PubChem BioAssay, National Center for Advancing Translational Sciences (NCATS)
